# Bioassay records: PubChem, Broad Institute
# PGC1a acetyl inh: lowers PGC1a acetylation signal in U2OS cells. AlphaScreen anti-acetyl-lysine; with virally co-expressed GCN5 acetyltransferase. inhibition, % at 15.6 µM. hit rate 0.17% among 350,000;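 active = every replicate shows inhibition of at least 40%; inconclusive = mean inhibition at least 40% but some replicate below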;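 also: 0% = neutral control wells and 100% = positive control wells; some results beyond the cut were filed as inactive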
# ERAP1 inh: inhibitors of human ERAP1 aminopeptidase; recombinant ERAP1, Leu-AMC fluorescence, 60 min; inhibition, % at 10.7 µM; hit rate 0.15% among 340,000;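 active = mean replicate inhibition of at least 30%, or all replicates individually reaching that 30% level; inactive = mean below 30% and not every replicate reaching it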;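 also: 0% = neutral control wells and 100% = L-leucinethiol positive control wells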
# Target sequence (Q9NZ08 whole entry, looked up): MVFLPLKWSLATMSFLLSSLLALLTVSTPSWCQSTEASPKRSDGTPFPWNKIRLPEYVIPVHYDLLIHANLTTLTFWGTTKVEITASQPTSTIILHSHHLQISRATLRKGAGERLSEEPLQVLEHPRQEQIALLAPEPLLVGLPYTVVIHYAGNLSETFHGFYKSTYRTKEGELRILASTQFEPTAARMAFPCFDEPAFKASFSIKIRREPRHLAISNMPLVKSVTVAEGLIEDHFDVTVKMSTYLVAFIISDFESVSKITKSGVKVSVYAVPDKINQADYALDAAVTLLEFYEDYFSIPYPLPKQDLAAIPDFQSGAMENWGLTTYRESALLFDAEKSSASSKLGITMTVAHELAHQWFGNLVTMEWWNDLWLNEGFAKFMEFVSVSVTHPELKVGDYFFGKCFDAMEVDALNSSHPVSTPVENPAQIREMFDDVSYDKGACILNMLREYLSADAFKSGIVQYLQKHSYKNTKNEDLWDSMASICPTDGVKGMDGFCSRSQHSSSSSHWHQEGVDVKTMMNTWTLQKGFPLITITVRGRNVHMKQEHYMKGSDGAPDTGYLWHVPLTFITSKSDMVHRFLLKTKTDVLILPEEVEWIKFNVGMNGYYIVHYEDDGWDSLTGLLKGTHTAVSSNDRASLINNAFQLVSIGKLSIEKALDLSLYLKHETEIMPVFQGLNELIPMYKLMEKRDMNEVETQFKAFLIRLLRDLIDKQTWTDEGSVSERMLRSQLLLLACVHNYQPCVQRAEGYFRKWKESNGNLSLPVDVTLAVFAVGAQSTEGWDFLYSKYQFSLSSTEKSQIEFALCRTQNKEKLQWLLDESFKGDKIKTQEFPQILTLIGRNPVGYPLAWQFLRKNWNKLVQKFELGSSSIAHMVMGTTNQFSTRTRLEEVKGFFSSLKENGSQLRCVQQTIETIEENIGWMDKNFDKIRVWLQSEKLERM
# SIRT5 block: inhibitors of human sirtuin-5 desuccinylase | Purified SirT5, succinyl-peptide AMC, trypsin-coupled fluorescence | hit rate 1.1% among 330,000 | inhibition, % at 15 µM | Q9NXA8 | AID 652115; in the data active = inhibition above about 15%; inconclusive = no clear call, values can overlap the other calls
# Statin myotox sup: protects C2C12 myotubes from simvastatin toxicity | ATP luminescence, 48 h; scaled: DMSO 0, geranylgeraniol control 100 | hit rate 0.78% among 330,000 | AID 602340 | rescue of ATP level, % at 7.49 µM;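 active = mean ATP rescue above about 67%, or every replicate alone reaching that limit, limit read from the data, passing the limit was not always enough; inconclusive = no clear call, values can overlap the other calls; inactive = mean under the limit and some replicate under it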;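 also: myotubes were challenged with 10 µM simvastatin during compound exposure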
# Cneo AK release: Cryptococcus neoformans lysis via adenylate kinase release. C. neoformans lysis, adenylate kinase release luminescence, 4 h; normalised: neutral wells 0, clomiphene wells 100. lysis activity, % at 15 µM. hit rate 0.2% among 360,000. AID 651654;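 active = mean lysis activity across replicates of at least 80%, whatever share of replicates individually reach that level; inactive = mean lysis activity below 80%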
#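 Material – log-phase Cryptococcus neoformans yeast cells · Input – 5 × 10^6 yeast cells/mL · Medium – fresh YPD growth medium · Doses – single compound concentration per well · Timing – static 4 h at 37 °C with compound, 1 h detection · Detection – adenylate kinase release luminescence · Read-out – signal increase indicating cell lysis · Control set – Clomiphene as positive lysis control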
# LGR2 antag: blocks bursicon-induced cAMP signaling via Drosophila LGR2; HEK293 LGR2, CRE-luciferase, bursicon-stimulated, 4 h; inhibition, % at 9.99 µM; hit rate 0.35% among 380,000; AID 720647;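 active = drop in luminescence signal, shown as inhibition above about 50% in the replicate tests, limit read from the data, passing the limit was not always enough; inconclusive = probably only some replicates passing the limit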;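 also: agonist challenge used bursicon conditioned medium at about half maximal strength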
# XiGFP reactiv: X-chromosome reactivation activator | XiGFP mouse fibroblasts, % GFP-positive cells imaging, 3 d; cells co-treated with 5-aza-dC sensitizer; scaled so ellipticine positive control = 100% | activation, % at 7.58 µM | AID 743238 | hit rate 0.055% among 360,000;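 active = mean normalized replicate activation at least 10% and every replicate at or above 10%; inconclusive = only one of the two criteria met; inactive = mean below 10% and not all replicates reach 10%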;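 also: 0% = median of on-plate neutral control wells and 100% = ellipticine 6 µM median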
#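 Material: SV40-immortalized XiGFP fibroblast cells, line 68-5-11 | Buffer or medium: DMEM containing 5-aza-dC | Dosing: One concentration, pinned | Times: 3 d treatment, 15 min room-temperature fixation | Controls: Ellipticine 6 µM positive control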
# S100A4 MyoIIA: S100A4-myosin IIA interaction inhibition; S100A4/TAMRA-MyoIIA peptide fluorescence polarization; inhibition, % at 10.7 µM; hit rate 0.14% among 360,000;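 active = mean inhibition of at least 70% across replicates, with every replicate also reaching that level; inconclusive = mean inhibition reaches 70% but some replicates fall short; inactive = mean inhibition below 70%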
# Target sequence (P26447 whole entry, looked up): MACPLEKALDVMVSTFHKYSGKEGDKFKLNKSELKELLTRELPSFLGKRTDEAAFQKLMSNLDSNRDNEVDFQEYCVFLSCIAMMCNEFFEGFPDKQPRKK
#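 Material: S100A4 monomer protein / Buffer or medium: 50 mM HEPES pH 7.2, 10 mM CaCl2, 100 mM KCl / Times: 5 min incubation before reading / Benchmarks: neutral control DMSO, positive control TFP / Reagent: labelled myosin peptide probe, 5 nM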
# * hit, by the source's call; u = inconclusive; x = no result given; & = joins results of further samples. This is a subset; count on the stated rates, not on these rows.
molecule,PGC1a acetyl inh,ERAP1 inh,SIRT5 block,Statin myotox sup,Cneo AK release,LGR2 antag,XiGFP reactiv,S100A4 MyoIIA
CN(C)C(=O)C[C@H]1CC[C@@H](NC(=O)C2CCC2)[C@H](CO)O1,u,-1,0,3,6,22,-0.1,13
O=C(NCc1ccncc1)Nc1cc(Cl)ccc1Cl,x,-1,7,5,-1,5,0.1,7
Cc1ccc(NC(=O)N(Cc2cc3cc(C)cc(C)c3[nH]c2=O)CC2COCCO2)cc1 (stereo unspecified),-4,3,-9,x,1,x,x,0
C[C@@H]1CN([C@@H](C)CO)C(=O)c2cc(-c3ccc(C#N)cc3)cnc2O[C@@H]1CN(C)CC1CCOCC1,-4,9,38*,12,6,4,-0.4,4
Fc1ccc(Nc2ccnc(C(F)(F)F)c2)cc1,-11,-1,6,-20,-1,-16,0.0,3
COc1cc(C(=O)NCC(=O)N/N=C/c2ccc(OC(=O)c3ccco3)cc2)cc(OC)c1OC,x,-2,1,x,x,-4,0.4,0
Cc1cc([N+](=O)[O-])nn1CCCC(=O)Nc1ccc2c(c1)OCO2,x,1,-3,2,2,3,0.0,7
COc1ccc2c3c(n(C)c2c1)[C@@H](CO)N(C(C)=O)CC31CN(S(=O)(=O)c2ccccc2)C1,-5,-5,1,x,x,9,0.1,-6
O=C(C[C@@H]1C=C[C@H](NS(=O)(=O)c2ccc(F)cc2)[C@H](CO)O1)NCc1ccccc1F,-1,-3,-1,x,x,0,0.5,-9
COc1ccc(C#Cc2ccc3c(c2)O[C@H](CN(C)C(C)=O)[C@@H](C)CN([C@H](C)CO)S3(=O)=O)cc1,-4,0,-1,33,0,7,-1.1,-19
C=C1C2(C(=O)Nc3ccc(SC(F)F)cc3)CCC(C2)C1(C)C (stereo unspecified),x,3,-2,x,-4,-7,0.0,-10
Cc1ccc([C@H]2C[C@@H](O)[C@H](n3cc(COC(=O)c4ccccc4)nn3)CN2Cc2cccs2)cc1,-4,x,1,-20,0,6,-0.1,5

# Taken from above.
# `Cc1cc([N+](=O)[O-])nn1CCCC(=O)Nc1ccc2c(c1)OCO2` @ Statin myotox sup = 2
# `Cc1ccc([C@H]2C[C@@H](O)[C@H](n3cc(COC(=O)c4ccccc4)nn3)CN2Cc2cccs2)cc1` @ Statin myotox sup = -20

# The listing continues.
molecule,PGC1a acetyl inh,ERAP1 inh,SIRT5 block,Statin myotox sup,Cneo AK release,LGR2 antag,XiGFP reactiv,S100A4 MyoIIA
NC(=O)c1ccsc1NC(=O)COC(=O)CSc1ccc(Cl)cc1,5,1,5,8,-3,-7,0.0,-7
C[C@@H]1CN([C@H](C)CO)S(=O)(=O)c2ccc(C3=CCCC3)cc2O[C@@H]1CN(C)C,-8,-4,4,0,2,-10,-1.0,3
O=C(CCC(=O)N(CC(=O)NC1CCCCC1)c1ccccc1F)Nc1nccs1,x,1,-8,30,7,5,0.3,0
Cc1ccc(S(=O)(=O)N[C@H]2CC[C@H](CCn3cc(-c4cccc(F)c4)nn3)O[C@H]2CO)cc1,4,-2,-1,3,-2,0,-0.2,6
O=C(Cc1ccc(Br)cc1)N1CCOCC1,-1,1,2,9,-1,1,0.0,-2
COc1ccc(C2SCC(C(=O)O)N2C(C)=O)cc1 (stereo unspecified),1,x,x,21,1,7,x,x
O=C(N[C@@H]1CC[C@@H](CCNS(=O)(=O)c2ccccc2)O[C@@H]1CO)c1cccc(F)c1,2,3,4,1,-2,-9,0.0,0
O=C(Nc1ccccc1)C1=C[C@H](c2ccc3c(c2)OCO3)C[C@H](OCc2ccc(CO)cc2)O1,-11,-4&0&11,2&-2&-2,1,41&-9&0,-178,0.2,-2&2&3
Cc1c(C(=O)Nc2ccc(F)cc2)oc2ccc(S(=O)(=O)N3CC(C)CC(C)C3)cc12 (stereo unspecified),5,1,-5,14,8,11,x,2
COc1ccccc1-n1cc(-c2ccccc2)c2c(=S)nc[nH]c21,-4,1,-3,-14,10,22,0.8,-1
CO[C@@H]1CN(C)C(=O)c2cc(NC(=O)C3CCCCC3)ccc2OC[C@@H](C)N(C(=O)Nc2ccc(C(F)(F)F)cc2)C[C@H]1C,-4,2,-1,22,47,9,0.1&-0.1,-13
CC(Cc1cccs1)NC(=S)Nc1ccc(Cl)c(Cl)c1 (stereo unspecified),-2,1,1,-8,26,28,-0.1,-5
COc1ccc(S(=O)(=O)N2CCCCCC2)cc1C(=O)N(C)CC(=O)Nc1cc(C)ccc1C,x,-9,-6,-5,0,2,-0.1,-36
CCCCN(C)C(=O)c1cn(CC)c2nc(C)ccc2c1=O,-7,x,x,9,2,14,x,x
Cc1ccccc1C(=O)NCCN1CCC(n2c(=O)[nH]c3ccccc32)CC1,x,-3,-4,x,x,-10,-0.1,-4
O=C(NCc1n[nH]c(=S)n1-c1ccc(Cl)c(Cl)c1)c1cccs1,8,2,-4,2,3,11,0.0,-1
O=C(C[C@@H]1CC[C@H](NC(=O)Nc2ccc(C(F)(F)F)cc2)[C@H](CO)O1)NCc1cccc(F)c1,-1,-1,2,7,1,-12,0.3,17
CCC1Cc2c(nc(N)c3c(N)nc(N4CCCCC4)c(C#N)c23)O1 (stereo unspecified),2,-3,-1,x,x,-5,0.0,-6
Cc1ccc(C(=O)Nc2ccccc2C(=O)NCC2CCCO2)cc1 (stereo unspecified),x,-6,-1,-6,-1,-14,-0.1,-5
C[C@H](CO)N1C[C@H](C)[C@@H](CN(C)C(=O)Nc2ccc3c(c2)OCO3)OCc2ccccc2-c2ccccc2C1=O,1,x,x,4,x,-3,0.3,x
CCC(C)Nc1nc2c(c(=O)[nH]c(=O)n2C)n1CCOc1ccccc1 (stereo unspecified),13,2,-2,2,0,-18,0.0,5
Cc1ccccc1-c1cnc2c(c1)C(=O)N([C@@H](C)CO)C[C@H](C)[C@H](CN(C)C(=O)CN(C)C)O2,11,1,3,6,-12,-10,-0.4,-31
COc1ccc(/C=C2\C(=O)ON=C2c2ccccc2)cc1,-2,-5,-4,6,1,-13,0.0,-7
CCC(=O)N1CC2(C1)[C@@H](c1ccc(-c3ccc(C#N)cc3)cc1)[C@H](CO)N2C(C)=O,13,1,3,x,x,-3,0.3,-6
C[C@@H]1CN([C@@H](C)CO)C(=O)c2cc(NS(=O)(=O)c3ccc(F)cc3)ccc2O[C@H]1CN(C)S(=O)(=O)c1cn(C)cn1,-2,-1,6,-14,x,-17,-0.6,1
O=C(Nc1nnc([C@H]2C[C@H](O)[C@@H](CO)O2)s1)Nc1ccccc1C(F)(F)F,-26,-11,-7,2,-2,-5,-0.1,1
Cc1cc(C(F)(F)F)nc(SCC(=O)Nc2c(C)n(C)n(-c3ccccc3)c2=O)n1,12,1,0,-2,-1,4,0.3,-4
Cc1cccc(C)c1OCCCCCNCCO,-11,-3,2,-11,2,-5,x,-11
CCNC(=O)C[C@H]1CC[C@H]2[C@H](COc3ccc(NC(=O)c4cccs4)cc3C(=O)N2C)O1,-11,-1,-4,-1,-2,4,0.4,8
COC(=O)CCCC1=CC2=C(c3ccccc3)C(=O)C(C)(OC(=O)C3CCCC3)C(=O)C2=CN1CCCCO (stereo unspecified),-2,1,3,-10,5,-12,-0.2,-7
C[C@H]1CN([C@@H](C)CO)C(=O)c2cccc(NC(=O)CCCCCC(=O)Nc3ccccc3N)c2O[C@H]1CN(C)C(=O)Nc1ccc(F)cc1,-5,0,x,x,x,6,0.0,-5
COc1cccc(N2CCN(S(=O)(=O)c3ccc4c(c3)CC(C)N4C(=O)C3CC3)CC2)c1 (stereo unspecified),x,-3,-3,-2,10,-5,0.0,-8
CCC(=O)Nc1ccc2c(c1)C(=O)N(C)[C@H]1CC[C@@H](CC(=O)N3CCCCC3)O[C@H]1CO2,8,x,0,2,-4,0,0.3,1
CC1(C)CC(=O)C(C=NC2CCCCC2)=C(O)C1,-14,x,x,24,-1,6,x,x
Cc1c(Cl)c(=O)n2c(=O)c(Cl)c(C)n12,-3,1,-4,14,-1,x,0.0,-5
CC(C)NC(=O)N(C)C[C@H]1OCCCC[C@H](C)Oc2ccc(NC(=O)c3ccccc3)cc2C(=O)N([C@@H](C)CO)C[C@@H]1C,-1,0,5,x,95*,4,-1.1,0
C[C@@H]1CCCCO[C@@H](CN(C)S(=O)(=O)c2ccc(F)cc2)[C@H](C)CN([C@H](C)CO)C(=O)c2cc(NC(=O)Cc3ccccc3)ccc2O1,3,x,x,39,1,9,0.5,x
O=C(CNC(=O)c1ccccc1)NCCc1ccc(O)c(O)c1,x,5,2,-14,-1,7,0.4,-8
Cc1ccccc1-n1ncc2c1CC(C)(C)CC2NC(=O)CCCN1CCCC1=O (stereo unspecified),x,0,2,-5,0,0,0.2,-2
O=S(=O)(c1ccc(Cl)nc1)N1CCc2ccccc21,-1,0,-1,x,-4,10,2.1,0
Cc1ccc(C)c(Cn2c3ccccc3c3cnn(CC(=O)NCc4ccccn4)c(=O)c32)c1,14,-4,-3,14,5,4,0.1,-6
O=C(C1CC1)N1CC2(C1)[C@H](c1ccccc1)[C@@H](CO)N2Cc1nccs1,10,1,1,x,x,-9,0.2,0
CN1C(=O)C(C)(C)c2cc(S(=O)(=O)N3CCN(c4ccc(F)cc4)CC3)ccc21,-5,3,-3,5,x,-1,0.1,2
C#CCOCCOCCOCCNc1nc(N2CCN(C(=O)[C@H](CCCN=C(N)N)n3cc(C(N)[C@@H](C)CC)nn3)CC2)nc(N2CCN(C(=O)[C@H](CCC(=O)O)n3cc([C@@H](N)CCCCN)nn3)CC2)n1 (stereo partly specified),x,-8,x,0,0,-30,0.0,8
CCC(C)NC(=O)CN(C1CCCCC1)S(C)(=O)=O (stereo unspecified),4,12,-15,-1,-1,28,0.0,-7
CN(C)CC(=O)Nc1ccc2c(c1)[C@@H]1C[C@H](CC(=O)NCCN3CCCCC3)O[C@@H](CO)[C@@H]1O2,-15,0,-6,3,0,-8,0.1,-22
CCNC(=O)[C@H]1[C@H](CO)[C@H]2Cn3c(ccc(-c4ccncc4)c3=O)[C@@H]1N2Cc1ccccc1,-4,1,0,1,-1,8,0.3,2
COc1ccc(S(=O)(=O)n2cnc3ccccc32)cc1,0,1,-6,7,-1,10,0.2,-6
Cc1ccc(C)c(-c2nnc(NC(=O)Cc3ccccc3)o2)c1,4,2,-3,5,3,-1,0.0,3
Cc1ccc2c(c1)N(C(=O)CCC(=O)NCCCN(C)Cc1ccccc1)CCO2,-1,1,-1,-12,1,11,-0.4,-3
C[C@H](CO)N1C[C@H](C)[C@@H](CN(C)C(=O)Nc2ccc(F)cc2)Oc2ccc(NC(=O)Nc3ccc(C(F)(F)F)cc3)cc2C1=O,-2,-2,5,64,9,-22,-1.0,1
